CXXC DNA block: MLL CXXC-DNA interaction inhibition. Potency, µM (top dose mostly 115 µM), without a hit: top-dose activity change, negative = inhibition, most hits filed as inhibitors. actives 0.037% (n = 290,000). Q03164. MLL-CXXC / FITC-HOXA9 DNA fluorescence polarization; active = well fitted inhibition curve with a large enough effect in the polarisation, with a control signal flat, not every such curve was filed as active; inconclusive = small, poorly fitted or top-dose-only effect, or effect the other way, or a change in a side signal; inactive = no such curve, though single readings can be large or run the other way; the % refers to the polarisation; also: potency is read from the fitted curve at half-maximal effect
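Fluorescence polarization: 7 uM MLL-CXXC (stock) preincubated 5 min with compounds, then 50 nM fluorescein-HOX-A9 DNA (stock) added; 30 min ambient. Buffer 50 mM Tris-HCl pH 7.5, 50 mM NaCl, 1 mM DTT, 0.05% BSA.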
TCR activator: activates T cell receptor signaling; primary human leukocytes, anti-CD3, IL-2 HTRF, 48 h; Potency, µM (series often up to 9.22 µM), for the others: at the top dose activation of IL-2 secretion, hits mostly activators; 330,000 tested, under 10 active; AID 504894; also: % of control where 0% means no effect
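1) Mix primary human leukocytes, a-CD3 beads and compound. 2) Incubate 48 hr. 3) Add HTRF IL-2 reagents (a-IL-2-K, a-IL-2-d2).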
a7 integrin act: integrin-mediated muscular dystrophy alleviation activation | alpha7betagal myoblasts, beta-gal FDG fluorescence, 48 h | Potency, µM (doses to about 38.3 µM), without a hit: at the top dose activation, usual class: activators | actives 0.064% (n = 350,000) | AID 624291;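 also: potency is read from the fitted curve at half-maximal effect; 100% = response of the positive control SU9516; nearly all actives have a fitted effect of over 60% in size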
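Alpha7betagal+/- myoblasts (passage 13) were plated 16-24 hr, then exposed to compounds (1:260 dilution of DMSO stock) for 48 hours at 37C. After MPER lysis, β-galactosidase reporter activity was read as FDG fluorescence (ex 480/em 540) after 30 minutes.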
ELG1 repair inh: blocks ELG1-dependent DNA repair in HEK293T cells; HEK293T ELG1-luciferase reporter, luminescence, 16 h; DNA damage induced by 5-fluorouridine; Potency, µM (top dose mostly 46.1 µM), inactives show top-dose activity change, negative = inhibition, most hits filed as inhibitors; actives 2.3% (n = 330,000); AID 504467; also: potency is read from the fitted curve at half-maximal effect; % is scaled to controls: 0 for no effect and ±100 for the full control effect; nearly all actives have a fitted effect of over 55% in size
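5-Fluorouridine DNA damage + compound/DMSO, 2,000 cells/well, 16 h, 37 °C/5% CO2. ONE-Glo, 30 min RT, luminescence. Readout = decrease in reporter signal.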
PTAP TSG101 blk: blocks PTAP/TSG101 interaction to inhibit HIV-1 budding; Q99816; Fluorescence polarization, FITC-PTAP peptide / Tsg101 binding; Potency, µM (titrated, usually from 115 µM), inactives show top-dose activity change, negative = inhibition, actives largely listed as inhibitors; 340,000 tested, under 10 active; active = well fitted inhibition curve with a large enough effect in the main read-out, with a control signal flat, not every such curve was filed as active; inconclusive = small, poorly fitted or top-dose-only effect, or effect the other way, or a change in a side signal; inactive = no such curve, though single readings can be large or run the other way; also: potency is read from the fitted curve at half-maximal effect; % of control where 0% means no effect
Target sequence (Q99816 whole entry, looked up): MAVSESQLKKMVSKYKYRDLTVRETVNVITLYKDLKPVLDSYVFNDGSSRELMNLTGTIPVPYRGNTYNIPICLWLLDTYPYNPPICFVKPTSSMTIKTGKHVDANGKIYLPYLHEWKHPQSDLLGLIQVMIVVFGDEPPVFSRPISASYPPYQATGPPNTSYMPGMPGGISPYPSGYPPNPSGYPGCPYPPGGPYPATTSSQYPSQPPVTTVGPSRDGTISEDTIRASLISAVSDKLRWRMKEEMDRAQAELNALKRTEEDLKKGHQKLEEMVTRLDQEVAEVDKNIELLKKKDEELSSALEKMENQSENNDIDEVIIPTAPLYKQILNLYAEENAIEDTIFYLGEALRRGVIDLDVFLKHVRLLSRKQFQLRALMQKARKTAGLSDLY
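Compounds were pin-transferred onto Tsg101 binding domain (10 uM final) in HEPES pH 7.5 buffer, then FITC-PTAP peptide was added at 50 nM final. After 20 min at RT, polarization reported peptide displacement across a qHTS concentration series.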
TRPV1 agonist: human TRPV1 agonism; TRPV1-expressing cells, Fluo-8 calcium influx, agonist mode; activation, % at 8.33 µM; actives 0.19% (n = 320,000); in the data active = activation above about 80%; inconclusive = between about 30% and that limit; also: 0% is about no effect
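Fluo-8 calcium influx in TRPV1-expressing cells, kinetic read (ex 480/em 520 nm). Compound added and read 3 min for agonist activity, followed by capsaicin at EC20 final and 2 min further read for enhancement.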
A-T KAP1 phos: potential ataxia-telangiectasia treatments restoring KAP-1 phosphorylation; actives 0.19% (n = 320,000); Potency, µM (series often up to 57.5 µM), without a hit: at the top dose activation, actives largely listed as activators; […] A-T fibroblasts, KAP-1 phosphorylation AlphaLISA; neocarzinostatin DNA damage 30 min before lysis; AID 485349; also: potency is read from the fitted curve at half-maximal effect; % of control where 0% means no effect; nearly all actives have a fitted effect of over 45% in size
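ATM-like activity read as KAP-1 phosphorylation via AlphaLISA donor/acceptor antibody pairs after lysis and 6 hr at 25C. Cells were ATM-null patient fibroblasts ([…], hTERT), dosed 60 min, then exposed to the DSB inducer NCS for 30 min.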
p53 reactivation: re-activators of mutant p53; H1299 p53-A138V BP100-luciferase reporter, luminescence, 24 h; Potency, µM (top dose mostly 92.2 µM), inactives show top-dose activity change, positive = activation, usual class: activators; actives 0.063% (n = 320,000); also: potency is read from the fitted curve at half-maximal effect; % of control where 0% means no effect; nearly all actives have a fitted effect of over 45% in size
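p53-null H1299 cells stably carrying temperature-sensitive p53-A138V and a BP100-luciferase reporter were pinned with compounds (4-point, 1:5 series) and held 24 hrs at 37 deg C. Luminescence was read 10 min after detection reagent.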
B2AR arrestin: beta2AR (human) beta-arrestin recruitment activity | P07550 | beta-arrestin recruitment to beta2AR, cell-based reporter | Potency, µM (highest dose often 46.1 µM), for inactives: at the top dose activation, usual class: activators | actives 0.02% (n = 330,000) | AID 492947;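 also: potency is read from the fitted curve at half-maximal effect; 0% = DMSO controls and full agonism = EC100 isoproterenol or metaproterenol; nearly all actives have a fitted effect of over 65% in size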
Target sequence (P07550 whole entry, looked up): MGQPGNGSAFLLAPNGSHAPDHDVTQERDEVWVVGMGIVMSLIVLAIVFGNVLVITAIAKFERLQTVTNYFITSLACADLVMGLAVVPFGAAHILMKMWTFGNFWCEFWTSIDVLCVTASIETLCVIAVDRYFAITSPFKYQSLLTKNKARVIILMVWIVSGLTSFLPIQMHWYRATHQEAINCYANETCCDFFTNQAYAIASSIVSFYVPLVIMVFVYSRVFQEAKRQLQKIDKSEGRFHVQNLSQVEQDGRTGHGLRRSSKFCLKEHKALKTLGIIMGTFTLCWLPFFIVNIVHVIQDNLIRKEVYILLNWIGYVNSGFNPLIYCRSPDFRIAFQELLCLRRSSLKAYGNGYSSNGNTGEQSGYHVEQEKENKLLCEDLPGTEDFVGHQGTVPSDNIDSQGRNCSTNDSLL
BRCA1 expr up: BRCA1 expression activation; MCF7-BRCA1-FFLuc reporter, luminescence, 48 h; response scale: scaled: vehicle 0%, 10 µM genistein 100%; Potency, µM (highest dose often 46.1 µM), for inactives: at the top dose activation, usual class: activators; actives 1.1% (n = 380,000); AID 624202; also: potency is read from the fitted curve at half-maximal effect; nearly all actives have a fitted effect of over 80% in size; some results filed as inactive show a strong effect at the top dose
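Reporter cells (MCF7, BRCA1 promoter-firefly luciferase) received library compounds across a concentration series for 48 h. End-point luminescence was measured and concentration-effect curves derived after normalization.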
An asterisk follows results filed as active; ? = inconclusive; . = no result given; [ ] = dose if it differs, or a comment. Unless noted, calls follow the shape of the dose curve; as a rule, active = well fitted curve in the direction sought with a large enough effect; inconclusive = small, poorly fitted or top-dose-only effect, or another doubt; inactive = no such curve, though single readings can be large; an effect the other way counts as inactive or inconclusive.

SMILES	CXXC DNA block	TCR activator	a7 integrin act	ELG1 repair inh	PTAP TSG101 blk	TRPV1 agonist	A-T KAP1 phos	p53 reactivation	B2AR arrestin	BRCA1 expr up
CCOC(=O)c1cc(C#N)c(N2CCN(C(=O)c3cccc(C(F)(F)F)c3)CC2)nc1C(F)(F)F	-1%	1%	-50%[inhibitor]	?	-4%	.	3%	1%	-0.3%	-58%
OC(COCc1ccc(Cl)cc1)CN1CCN(c2ccccn2)CC1 (configuration not stated)	8%	-6%[46.1 µM]	-18%	-2%	-5%	-3	-4%	-4%	-1.4%	-29%
COC(=O)c1sc2nc(C)cc(-c3ccccc3)c2c1N	8%	-2%[46.1 µM]	14%	2%	-8%	20	10%	-12%	-0.4%	-23%
CN(Cc1ccccc1)C(=O)CCCn1c(=O)c2cccn2c2cccnc21	2%	1%	?	5%	-2%	5	0%	-3%	0.4%	0%
C=CCNC(=O)c1nn2cccnc2c1Cl	0%	1%	?	?	-2%	-1	2%	9%	-0.4%	22%
COc1cccc(CNC(=O)c2ccc(OCC(=O)N3CCOCC3)c(OC)c2)c1	.	-6%	23%	0%	-6%	-1	7%	1%	0.2%	-4%
CC(C)C(NS(=O)(=O)c1cccs1)C(=O)Nc1nc(C(C)(C)C)cs1 (configuration not stated)	17%	0%	6%	?	-1%	-5	0%	-7%	0.2%	-22%
O=C1CCCN1CCCNC(=S)Nc1ccc(Nc2ccccc2)cc1	-3%	1%	-20%	15µM*	-4%	-6	-6%	-6%	-0.2%	-9%
COc1ccc(O)c(/C=N/NC(=O)CN2CCS(=O)(=O)CC2)c1	49%[activator]	-1%	-43%	0%	-2%	-2	-11%	7%	-0.8%	2%
COC(=O)c1ccc(NC(=O)CSCc2ccccc2)cc1	1%	4%	19%	?	-5%	?	.	19%	0.2%	-18%
CCOc1ccc(/C=N/NC(=O)CNC(=O)c2ccc(S(=O)(=O)N3CCOCC3)cc2)cc1	-1%	-3%	13%	-1%	-2%	1	1%	-1%	-0.2%	0%
CN(Cc1ccccc1)C(=O)c1ccc(NC(=O)Cc2ccc(NC(=O)C3CCCN(C(=O)C4CCCC4)C3)cc2)cc1 (configuration not stated)	.	-11%	21%	.	0%	.	.	.	.	0%
COc1cccc(C2CC(c3cccs3)=NN2C(=O)CCC(=O)O)c1OC (configuration not stated)	7%	-2%	10%	-4%	-2%	4	1%	.	-1.0%	-16%
C=CCn1c(SCC(=O)c2[nH]c(C)c(C(C)=O)c2C)nnc1-c1ccncc1	9%	-1%	0%	-14%	-3%	-2	4%	-3%	0.2%	-32%
Cc1ccc(NC(=O)C2CCC2)cc1S(=O)(=O)N1CCCCCC1	.	-5%	19%	-25%	-3%	?	1%	-4%	-0.2%	-29%
CCOC(=O)C1CCN(c2cc(C)nc3cc(-c4cccc(F)c4)nn23)CC1	6%	.	-22%[7.66 µM]	?	-10%	-4	.	19%	0.4%	-9%
O=C1OC(C(=O)Nc2nccs2)Cc2ccccc21 (configuration not stated)	5%	0%	10%	?	2%	-5	5%	2%	-1.0%	-4%
CC1(C(=O)NC(=S)N(CCC#N)Cc2cccnc2)CC1(Cl)Cl (configuration not stated)	4%	.	.	2%	.	1	-1%	-2%	0.1%	.
COC(=O)CC1C(=O)NCCN1Cc1cn(-c2ccc(C)cc2)nc1-c1cccc(C)c1 (configuration not stated)	-2%	-2%	-30%	-13%	-4%	10	5%[11.5 µM]	2%	-0.9%	31%
Cc1ccc(NC(=O)CN(C(=O)N2CCN(C)CC2)S(=O)(=O)c2ccc(C)cc2)cc1	.	-4%	4%	2%	1%	5	1%	5%	-2.3%	-5%
CC[C@H](C)[C@H](NC(=O)[C@H](Cc1ccc(O)cc1)NC(=O)[C@@H](N)C(C)C)C(=O)N[C@@H](Cc1cnc[nH]1)C(=O)N1CCC[C@H]1C(=O)N[C@@H](Cc1ccccc1)C(=O)O	5%	5%	.	14%	-1%	5	-5%	8%	-0.9%	11%
CC1(C)C2CCC1(CS(=O)(=O)Nc1cccc(S(N)(=O)=O)c1)C(=O)C2 (configuration not stated)	-21%	4%	22%	1%	-4%	-2	-2%	1%	-0.6%	21%
COc1ccc(-c2cc(=O)oc3cc(OC(C)C(=O)NCC4CCC(C(=O)O)CC4)ccc23)cc1 (configuration not stated)	10%	-2%	24%	-22%	-5%	-1	13%	.	-1.6%	-18%
CCCS(=O)(=O)c1c(S(=O)(=O)CCC)c2ccc(C(N)=O)cn2c1C(=O)c1ccccc1	16%	-1%	12%	2%	0%	0	-8%	.	0.5%	-3%
O=C(Cc1cccs1)Nc1ccc(C(=O)O)cc1	1%	2%	-3%	6%	0%	-6	-15%	1%	-0.2%	1%
O=C(NCC1CCCCC1)c1cc([N+](=O)[O-])ccc1N1CCOCC1	-19%	2%	-9%	-4%	1%	15	-14%	-2%	0.0%	-19%
CCN(CC)S(=O)(=O)c1cccc(-c2cn3cc(C)ccc3n2)c1	2%	0%	7%	?	-3%	0	15%	?	-1.6%	43%
Cc1c(C(=O)NC2CCC(C)CC2)oc2ccccc12 (configuration not stated)	5%	0%	34%	?	-1%	?	3%	?	-0.5%	5µM*
Oc1ccc(Cl)cc1CNc1cnc2ccccc2c1	11%	.	0%	-5%	-5%	0	-12%	-21%	-0.4%	38%
CCc1c(C)sc(NC(=S)NC(C)C2CCCO2)c1C(=O)OC (configuration not stated)	8%	14%	-6%	?	0%	3	1%	11%	-0.4%	-20%
CCCc1cc(=O)oc2c(C)c(OCC(=O)Nc3ccccn3)ccc12	3%	-4%	?	?	3%	22	3%	10%	0.2%	52%
Cc1nc(CS(=O)(=O)c2ccccn2)sc1C(=O)NNC(=O)c1ccccc1	-2%	2%	18%	10%	-3%	-6	-6%	0%	-0.4%	2%
Cc1ccc(NC(=O)CSc2nnc3n2CCCCC3)cc1	0%	6%[46.1 µM]	17%	-1%	-2%	-3	1%	-9%	0.1%	15%
CN(C)S(=O)(=O)NC(=O)C1=C(N2CCCC2)COC1=O	.	-6%	12%	18%	3%	.	0%	-1%	0.1%	1%
C/C(=N\NC(=O)C(N)=O)c1ccc(Br)cc1	7%	0%[46.1 µM]	14%	0%	1%	0	2%	11%	-0.8%	5%
Cc1c(C(=O)Nc2nc3ccccc3[nH]2)oc2ccc(Br)cc12	-2%	4%[46.1 µM]	18%	?	0%	3	2%	16%	0.1%	1%
C=CCn1c(=O)[nH]c2cc(C(=O)N3CCN(c4cc(C)ccc4C)CC3)ccc2c1=O	-12%	2%	1%	-17%	-1%	2	1%	1%	-0.1%	-3%
Cn1c(CNC(=O)C(Cc2ccccc2)NC(=O)c2ccccc2)cc(=O)n(C)c1=O (configuration not stated)	12%	6%	0%	26%	1%	6	5%	-1%	0.1%	-18%
CCn1cc(C(=O)N(C)Cc2ccc(OC(F)F)cc2)c(=O)c2ccc(C)nc21	-5%	0%	-10%	-2%	0%	0	-6%	-5%	-0.2%	1%
CCc1ccc(C(C(=O)NC2CCCC2)N(CCOC)C(=O)CCC(=O)Nc2cc(C)on2)cc1 (configuration not stated)	0%	-2%	?	-20%	-5%	-1	3%	2%	0.1%	-4%
Cc1[nH]c2ccccc2c1C(=O)C(=O)Nc1ccc2c(c1)OCCO2	-8%	-2%	1%	?	-3%	0	2%	9%	-1.0%	10µM*
COc1ccccc1OCCNC(=O)c1c(-c2ccccc2Cl)noc1C	15%	-1%	0%	-10%	-2%	-1	-24%	-14%	-0.2%	-8%
O=C(NNC(=O)c1ccc(Cl)c(Cl)c1)c1cccnc1	2%	-4%	5%	1%	-6%	-5	13%	-9%	0.5%	6%
COc1ccc(-c2cc(C(=O)N3CCN(C(=O)c4ccco4)CC3)[nH]n2)cc1	2%	10%	?	9%	-5%	-1	3%	-4%	-0.9%	6%
CCn1c(COc2ccc3c(c2)OCO3)nnc1SCC(=O)c1ccc(Cl)cc1	21%	-4%	7%	-16%	1%	4	3%	7%	0.1%	-13%
C#CCNC(=O)C1=C[C@@H](C2CC2)[C@H](CCCO)[C@@H](OCC)O1	-9%	5%	-12%	3%	.	-3	-10%	-5%	-1.1%	1%
CC1(C(=O)NCc2ccc(Cl)c(Cl)c2)Oc2ccccc2NC1=O (configuration not stated)	5%	0%	-14%	3%	-1%	5	4%	-4%	-0.5%	3%
CN=C(Nc1cccnc1)c1cccc(C(F)(F)F)c1	14%	-1%	2%	3%	-3%	10	7%	5%	0.0%	-13%

Rewritten with two lines to a compound: part of the list above
Below each SMILES – CXXC DNA block, TCR activator, a7 integrin act, ELG1 repair inh, PTAP TSG101 blk, TRPV1 agonist, A-T KAP1 phos, p53 reactivation, B2AR arrestin, BRCA1 expr up
C=CCNC(=O)c1nn2cccnc2c1Cl
    0%, 1%, ?, ?, -2%, -1, 2%, 9%, -0.4%, 22%
COc1cccc(CNC(=O)c2ccc(OCC(=O)N3CCOCC3)c(OC)c2)c1
    ., -6%, 23%, 0%, -6%, -1, 7%, 1%, 0.2%, -4%
